POLH inh: DNA polymerase eta (human) inhibition; Q9Y253; Potency, µM (doses to about 114 µM), without a hit: at the top dose activity change, negative = inhibition, hits mostly inhibitors; recombinant Pol eta, fluorescent DNA replication assay; 390,000 compounds, 1.2% hits; note: potency is the fitted concentration of half-maximal effect; % is set by controls: 0 for no effect and ±100 for the full control effect
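Fluorescent replication assay: 50 nM final substrate added after a 15 min room-temperature compound preincubation with 10 nM enzyme. Signal taken at 0 min and again at 10 min.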
Glioma ERSR ind: ER stress response induction in glioma. U87-MG GRP78 promoter luciferase reporter, 16 h. Potency, µM, for the others: top-dose activation, actives largely listed as activators. 420,000 compounds, 0.02% hits. AID 602332; note: potency is the fitted concentration of half-maximal effect; series mostly up to about 76 µM; % of control where 0% means no effect; nearly all actives have a fitted effect of over 35% in size
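Stably transfected U87-MG glioma cells carrying a GRP78-based luciferase sensor; 16 h compound incubation. Luminescence end-point read 10 min after Bright-Glo addition at room temperature.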
Pol iota inh: DNA polymerase iota (human) inhibition; Pol iota fluorescent replication assay, 10 min; Potency, µM (top dose mostly 115 µM), without a hit: top-dose activity, negative = inhibition, actives largely listed as inhibitors; 390,000 compounds, 1% hits; Q9UNA4; note: potency is the fitted concentration of half-maximal effect
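Fluorescent replication assay read twice, at 0 min and 10 min after adding 50 nM (final) substrate. Enzyme (10 nM) and compounds were first incubated 15 min at room temperature; enzyme-free buffer wells were negative controls.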
APEX1 inh: APE1 (human) endonuclease inhibition | 350,000 compounds, 0.35% hits | AID 2517 | Potency, µM (doses to about 65.8 µM), inactives show top-dose activity change, negative = inhibition, most hits filed as inhibitors | recombinant APE1, TAMRA/BHQ-2 abasic DNA cleavage fluorescence | P27695;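 note: potency is the fitted concentration of half-maximal effect; plate controls were vehicle for no effect and reference inhibitor for full effect; nearly all actives have a fitted effect of over 55% in size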
Target sequence (P27695 whole entry, looked up): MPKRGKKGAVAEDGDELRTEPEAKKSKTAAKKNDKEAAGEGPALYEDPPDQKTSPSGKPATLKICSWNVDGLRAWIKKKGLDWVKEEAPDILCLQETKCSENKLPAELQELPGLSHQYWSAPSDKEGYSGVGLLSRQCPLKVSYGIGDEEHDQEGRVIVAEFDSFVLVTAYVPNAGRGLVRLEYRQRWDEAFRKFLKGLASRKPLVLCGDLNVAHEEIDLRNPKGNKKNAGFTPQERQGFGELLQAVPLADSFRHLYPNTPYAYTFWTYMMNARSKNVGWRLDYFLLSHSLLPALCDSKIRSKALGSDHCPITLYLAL
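Endonuclease cleavage of a quenched abasic-site DNA duplex (50 nM) by APE1 (0.75 nM) was tracked by TAMRA dequenching. Compounds were preincubated with enzyme 15 min at room temperature; data normalized to buffer-only and DMSO wells plus NSC13755 control.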
POLK inh: blocks human DNA polymerase kappa activity | Potency, µM (series often up to 107 µM), for the others: at the top dose activity, negative = inhibition, most hits filed as inhibitors | 400,000 compounds, 0.53% hits | Q9UBT6 | AID 588579 | purified Pol kappa, fluorescent DNA synthesis assay, 10 min; note: potency is the fitted concentration of half-maximal effect; % is set by controls: 0 for no effect and ±100 for the full control effect
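Readout: fluorescence, taken kinetically at 0 and 10 min. Conditions: 10 nM Pol kappa, 15 min RT compound preincubation, 50 nM substrate final. Controls: enzyme-free buffer wells.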
BLM helicase inh: inhibitors of human Bloom syndrome helicase BLM; recombinant BLM DNA unwinding, fluorescence dequenching; Potency, µM (titrated, usually from 56.1 µM), without a hit: at the top dose activity change, negative = inhibition, hits mostly inhibitors; 350,000 compounds, 0.2% hits;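 note: potency is the fitted concentration of half-maximal effect; plate controls were vehicle for no effect and no enzyme for full effect; nearly all actives have a fitted effect of over 35% in size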
Apoferritin bind: candidate novel general anesthetic via apoferritin binding. Potency, µM (top dose mostly 77.5 µM), without a hit: at the top dose activity change, negative = displacement, usual class: inhibitors. apoferritin/1-aminoanthracene competitive binding, fluorescence. 350,000 compounds, 0.074% hits. P02791; note: potency is the fitted concentration of half-maximal effect; % is set by controls: 0 for no effect and ±100 for the full control effect; nearly all actives have a fitted effect of over 20% in size
Target sequence (P02791 2-175 limits assumed): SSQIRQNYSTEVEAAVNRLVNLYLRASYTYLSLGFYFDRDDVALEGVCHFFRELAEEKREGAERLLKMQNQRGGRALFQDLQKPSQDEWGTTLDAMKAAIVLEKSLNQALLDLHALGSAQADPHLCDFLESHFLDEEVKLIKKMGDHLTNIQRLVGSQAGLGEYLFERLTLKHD
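10 uM apoferritin + 50% sat. 1-AMA, PBS; cpd 10 min RT; Ex380/Em535 endpoint; normalized to free probe vs complex; 4-param Hill fit; propofol titration as pos. ctrl.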
LDHA inh: blocks human lactate dehydrogenase A. activity change, % (values are at about 110 or 230 µM). 480,000 compounds, 0.15% hits. AID 1347041. purified LDHA, NADH/diaphorase-resazurin fluorescence; hits give low values; in the data active = activity change below about -30%; inconclusive = mostly about -25% to -30%;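 note: plate controls were DMSO wells for no effect and wells without enzyme for full effect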
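Enzyme activity of human lactate dehydrogenase 5 (2 nM; 0.06 mM NADH, 0.2 mM pyruvate, 5 min, RT) is measured via a resazurin/diaphorase fluorescence readout of residual NADH.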
Pol beta inh: blocks human DNA polymerase beta activity | Pol beta primer extension/strand displacement, fluorescence kinetic | Potency, µM (top dose mostly 114 µM), inactives show top-dose activity change, negative = inhibition, most hits filed as inhibitors | AID 485314 | P06746 | 340,000 compounds, 1.3% hits; note: potency is the fitted concentration of half-maximal effect; % is set by controls: 0 for no effect and ±100 for the full control effect
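Kinetic readout of DNA synthesis with strand displacement by Pol beta. Compound and 10 nM enzyme sit 15 min at room temperature; 50 nM substrate starts the reaction, read immediately and at 10 min.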
Active calls of the source: *; ? = inconclusive; · = no result given; & = joins results of further samples; [ ] = remark or other dose. Unless noted, calls come from the whole dose curve; as a rule, active = well fitted curve in the direction sought with a large enough effect; inconclusive = small, poorly fitted or top-dose-only effect, or another doubt; inactive = no such curve, though single readings can be large; an effect the other way counts as inactive or inconclusive. An excerpt; count on the stated rates, not on these rows.

Every second line gives: POLH inh, Glioma ERSR ind, Pol iota inh, APEX1 inh, POLK inh, BLM helicase inh, Apoferritin bind, LDHA inh, Pol beta inh
1. COC(=O)N/N=C/c1c(C)c(C(=O)c2ccc(F)cc2)n2ccccc12
  -3.4%, -2.1%, 23.6%, -7.1%, -0.5%, 0.3%, -9.9%, -5.2, 6.0%
2. C#CCOCCOCCOCCNc1nc(N2CCOCC2)nc(N2CCN(C(=O)[C@H](CCCCN)n3cc([C@@H](N)C(C)CC)nn3)CC2)n1 (stereo not given in full)
  -17.9%, -3.6%, 2.8%, 1.3%, 11.5%, 14.8%, -2.8%, -1.3, 4.7%
3. O=C1NC(=S)N/C1=C/c1cccnc1
  ?, -1.9%, 4.3%, 6.1%, -10.8%, -2.6%, -8.1%, -2.9, 11.7%
4. CC(=O)N1c2ccc(S(=O)(=O)N3CCCCC3)cc2CC1C(=O)NCc1ccc(N(C)C)cc1 (stereo not given)
  -22.1%, -5.9%, 35.9%, -5.4%, -1.9%, -2.3%, -4.8%, -1.7, -21.7%
5. COc1ccccc1N(Cc1cc2cccc(C)c2[nH]c1=O)C(=O)c1cccc(Cl)c1
  -11.8%, -1.5%, 2.3%, ·, -12.7%, -8.6%, -5.5%, -8.5, 0.8%
6. CCOC(=O)c1c(C)n(OC)c2ccc3c(no[n+]3[O-])c12
  -1.7%, -4.4%, 29.9%, -0.8%, -0.3%, 2.0%, -1.8%, -0.5, -1.4%
7. CNC(=O)C1CCC(Cn2c(=O)c3sccc3n(CC(=O)Nc3ccccc3)c2=O)CC1 (stereo not given)
  -5.0%, -2.6%, 19.9%, ·, 3.5%, 2.2%, -11.0%, -2.9, 11.3%
8. COc1cc(C)ccc1OCCCOc1c(Cl)cccc1Cl
  -16.4%, 4.1%, 16.8%, 10.5%, -13.3%, -3.0%, 15.3%, -6.8, -29.3%
9. COc1ccc(C(=O)/C=C2/c3ccccc3CC(C)(C)N2C)cc1
  -12.6%, -2.1%, 0.6%[58.9 µM], 10.0%, 3.0%, -3.0%, ?, -1.0, 23.1%
10. CCc1nnc(NC(=O)CSc2ncc(-c3ccccc3)n2CC)s1
  -1.2%, -3.2%, -12.5%, 13.1%, -8.2%, -2.1%, ?, -1.6, 32.5%
11. CCCCN1/C(=C/c2cccc[n+]2C)Sc2cc(NC(C)=O)ccc21
  -8.7%, -1.5%, -24.1%, 27.4%, -2.1%, 0.7%, 0.8%, -10.8, 3.3%
12. COc1ccccc1CNCCCCCCNCCCCCCCCNCCCCCCNCc1ccccc1OC
  2.6%[57.1 µM], -3.9%&-5.6%, -5.4%[58.9 µM], 0.9%&-1.9%, ?, ·, ·, ·, ?
13. COc1ccc(S(=O)(=O)N2CCCC2CNC(=O)C(=O)NCc2ccccc2Cl)cc1 (stereo not given)
  -15.4%, -2.0%, 69.1%[activator], 25.0%, -0.5%, ·, ·, -0.2, ·
14. CS(=O)(=O)N(CC(=O)N1CCc2ccccc2C1)Cc1ccc(F)cc1
  -15.5%, -4.4%, 18.0%, -1.9%, 6.8%, 1.1%, -8.1%, -6.3, 20.8%
15. Cc1ccc(N2C(=O)C(CN(C)C)C2c2ccccc2)cc1 (stereo not given)
  -1.7%, -2.3%, 4.4%, -3.6%, -1.4%, 4.4%, -14.1%, 3.3, 14.6%
16. CNC(=O)CC1C(=O)N(c2ccc(OC)cc2)C(=S)N1NC(=O)c1cccc(F)c1 (stereo not given)
  9.3%, 3.7%, 30.2%[activator], 1.9%, -4.2%, -0.8%, -12.7%, -10.3, -0.4%
17. Cc1ccc(-n2nc(C)c3c(C)cc(=O)[nH]c32)cc1
  6.6%, 1.0%, 1.1%, 0.3%, 2.8%, -3.4%, -15.9%, -2.1, 10.2%
18. CN(C)c1ccc(NC(=O)c2cccc([N+](=O)[O-])c2)c2ccccc12
  -4.1%, -0.8%, 18.2%, 18.9%, -12.8%, -8.1%, -13.3%, 1.9, 27.9%
19. CCn1cc(SCC(=O)NCC2CCCO2)c2ccccc21 (stereo not given)
  -10.3%, 0.5%, 23.2%, 0.4%, 9.4%, -4.8%, -8.2%, 0.4, 1.3%
20. Cc1ccc2nc(-c3ccccn3)cc(C(=O)NC3CCN(C)CC3)c2c1
  ·, ·, ·, -3.8%, ·, 0.2%, -4.7%, ·, 3.5%

An excerpt of these results, field by field.
(11) CCCCN1/C(=C/c2cccc[n+]2C)Sc2cc(NC(C)=O)ccc21
- POLH inh: -8.7%
- Glioma ERSR ind: -1.5%
- Pol iota inh: -24.1%
- APEX1 inh: 27.4%
- POLK inh: -2.1%
- BLM helicase inh: 0.7%
- Apoferritin bind: 0.8%
- LDHA inh: -10.8
- Pol beta inh: 3.3%
(15) Cc1ccc(N2C(=O)C(CN(C)C)C2c2ccccc2)cc1 (stereo not given)
- POLH inh: -1.7%
- Glioma ERSR ind: -2.3%
- Pol iota inh: 4.4%
- APEX1 inh: -3.6%
- POLK inh: -1.4%
- BLM helicase inh: 4.4%
- Apoferritin bind: -14.1%
- LDHA inh: 3.3
- Pol beta inh: 14.6%

Returning to the listing, starting two compounds before the break.
| cpd | smiles | POLH inh | Glioma ERSR ind | Pol iota inh | APEX1 inh | POLK inh | BLM helicase inh | Apoferritin bind | LDHA inh | Pol beta inh |
| --- | --- | --- | --- | --- | --- | --- | --- | --- | --- | --- |
| 19 | CCn1cc(SCC(=O)NCC2CCCO2)c2ccccc21 (stereo not given) | -10.3% | 0.5% | 23.2% | 0.4% | 9.4% | -4.8% | -8.2% | 0.4 | 1.3% |
| 20 | Cc1ccc2nc(-c3ccccn3)cc(C(=O)NC3CCN(C)CC3)c2c1 | · | · | · | -3.8% | · | 0.2% | -4.7% | · | 3.5% |
| 21 | COc1ccc(C(=O)c2ccc(N3CCN(C4CC(=O)NC4=O)CC3)cc2)cc1F (stereo not given) | -21.8% | 0.9% | 18.1% | -3.1% | -7.8% | -1.9% | -18.1% | -4.8 | 7.7% |
| 22 | COc1ccc(CNC(=O)CN(Cc2ccc(C)cc2)S(=O)(=O)c2ccc(Cl)cc2)cc1 | -8.6% | -5.1% | 11.8% | -5.8% | 0.6% | -2.0% | -19.6% | -3.2 | -8.6% |
| 23 | COCC(=O)N1CCCC(C(=O)c2ccc3c4c(cccc24)CC3)C1 (stereo not given) | -7.1% | 4.7% | 72.1% | 0.3% | 2.2% | -6.4% | -22.8% | 0.3 | 5.2% |
| 24 | Cc1cc(C)nc(NC(=O)/C=C/c2ccc3c(c2)OCO3)c1 | -5.1% | 1.5% | 27.7% | -2.2% | -22.0% | -1.2% | -7.7% | -6.1 | -1.5% |
| 25 | O=C(NCCCN1CCOCC1)C1CCN(S(=O)(=O)c2ccccc2)CC1 | -14.6% | -2.2% | 18.7% | 5.3% | -1.2% | · | · | -6.4 | · |
| 26 | O=C(CSC1CS(=O)(=O)c2cc([N+](=O)[O-])ccc21)NNC(=O)c1ccc(Cl)cc1 (stereo not given) | -5.6% | -3.0% | 27.1% | 15.6% | 4.0% | -1.7% | 4.7% | 0.6 | 43.2% |
| 27 | NS(=O)(=O)c1cccc(NC(=O)COC(=O)CC2Sc3ccccc3NC2=O)c1 (stereo not given) | -24.9% | 3.0% | 13.4% | 2.4% | -16.9% | · | · | 0.4 | · |
| 28 | CCOC(=O)Cn1cnc2c(nnn2-c2ccc(C)cc2)c1=O | 2.8% | -2.7% | -3.7% | -1.0% | 4.3% | -3.7% | -6.5% | -9.9 | 7.3% |
| 29 | COC(=O)c1ccc(Oc2nc(C(N)=O)cc(-c3ccccc3)n2)cc1 | ? | -4.9% | -12.2% | 6.4% | -2.9% | -3.9% | -7.1% | 3.3 | -12.9% |
| 30 | CCOC(=O)c1cc(-c2cccs2)nn1CCC#N | 0.4% | -1.9% | 13.0% | 5.3% | -22.5% | -0.2% | -3.8% | -0.1 | 0.9% |
| 31 | Cc1nc(SCc2ccccc2)c(C(F)(F)F)c(=O)[nH]1 | -10.3% | -2.9% | -4.3% | 9.1% | -10.8% | -2.7% | -10.4% | -1.8 | 0.6% |
| 32 | CCCCCCC(=O)Nc1nc(C)c(-c2csc(Nc3cc(Cl)ccc3OC)n2)s1 | -5.0% | -4.8% | ? | -5.8% | 0.7% | -7.2% | -17.4% | 2.1 | 6.1% |
| 33 | Nc1ncc(-c2cc3ccccc3oc2=O)s1 | -10.5% | -4.0% | ? | 6.2% | -0.4% | -1.7% | -5.2% | -6.4 | 23.1% |
| 34 | COc1ccc(-c2nnc(CSc3ncnc4sc5c(c34)CCC5)o2)cc1OC | ? | -5.0% | ? | -4.8% | -11.1% | -5.1% | -22.1% | -3.8 | ? |
| 35 | C/C(=N\NC(=O)CCC(=O)NCc1ccccc1)c1ccc([N+](=O)[O-])cc1 | -14.6% | -2.9% | 24.7% | 20.0% | -12.3% | · | · | -6.2 | · |
| 36 | Cc1ccc2nc(C)c3c(c2c1)SCC3 | -20.6% | -0.1% | 82.6%[activator] | 0.7% | -5.7% | -6.0% | -1.0% | 5.9 | -24.1% |
| 37 | Cn1cc(S(=O)(=O)Nc2cccc3ccccc23)c(=O)n(C)c1=O | 0.5% | -1.0% | 16.2% | 20.2% | -7.8% | -5.6% | -5.6% | -1.5 | 5.4% |
| 38 | CC(NC(=O)COC(=O)CSc1ccc(F)cc1)c1ccc(F)cc1 (stereo not given) | -3.9% | -2.1% | 17.9% | 17.1% | -6.2% | · | · | -3.8 | · |
| 39 | Cc1cc(C)cc(C(=O)Oc2coc(CSc3nnc(NC(=O)C4CC4)s3)cc2=O)c1 | ? | -4.6% | ? | -11.2% | -6.6% | -1.2% | 0.0% | 1.1 | 0.1% |
| 40 | N#CCCCc1cc2ccccc2cn1 | 0.3% | 0.7% | -1.6% | 12.1% | -14.8% | · | · | -8.4 | · |

Source: PubChem BioAssay (National Center for Advancing Translational Sciences (NCATS))
